Assay outcomes from PubChem.
Tn7 DDE FP: inhibitors of Tn7 peptide binding to human fibrin DD(E). hit rate 0.13% among 370,000. inhibition, % at 8.3 µM. FP displacement of FITC-Tn7 peptide from fibrin DD(E); 0% = median of compound wells per plate. P02675. AID 720508;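 active means inhibition above the mean of compounds falling within the control limits plus 3 SD of them, cut at about 14% in these data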;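 further: 0% = plate median of compound wells and 100% = 10 µM Aha-Tn7 peptide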
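Measure: % inhibition scaled between sample-field median and high-control FP; Test system: human fibrin DD(E); Quantity: 2 µM final DD(E) protein; Doses: one dose, 8.3 µM nominal; Schedule: compound with protein 10 min, then 3 h after probe, room temperature; Detection: fluorescence polarization; Medium: Tris buffer with calcium and detergent, pH 7.8.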
SIAE inh: inhibitors of human sialic acid acetylesterase SIAE. Q9HAT2. SIAE FP-Rh probe binding, fluorescence polarization. hit rate 0.69% among 370,000. inhibition, % at 9.66 µM. AID 1053197;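 active means inhibition above a cutoff: mean of compounds within the control limits plus 3 SD of those, cut at about 17% in these data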;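 further: 0% = plate median of compound wells and 100% = probe without SIAE protein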
Target sequence (Q9HAT2 whole entry, looked up): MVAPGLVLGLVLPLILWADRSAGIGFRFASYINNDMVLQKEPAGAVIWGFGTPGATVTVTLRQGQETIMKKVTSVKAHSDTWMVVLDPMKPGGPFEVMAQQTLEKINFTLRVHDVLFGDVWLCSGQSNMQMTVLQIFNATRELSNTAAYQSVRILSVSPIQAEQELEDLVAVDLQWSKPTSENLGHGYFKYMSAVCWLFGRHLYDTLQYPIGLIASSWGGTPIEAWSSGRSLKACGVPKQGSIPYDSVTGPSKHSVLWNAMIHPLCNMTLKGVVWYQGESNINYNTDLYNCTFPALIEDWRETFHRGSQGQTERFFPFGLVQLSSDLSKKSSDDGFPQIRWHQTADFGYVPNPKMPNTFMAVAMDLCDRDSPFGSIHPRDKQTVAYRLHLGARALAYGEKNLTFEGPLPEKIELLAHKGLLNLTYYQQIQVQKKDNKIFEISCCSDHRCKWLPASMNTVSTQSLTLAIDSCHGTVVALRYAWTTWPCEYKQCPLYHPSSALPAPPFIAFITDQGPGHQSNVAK
mABHD4 FP: inhibitors of mouse ABHD4 | AID 720543 | Q8VD66 | hit rate 0.54% among 370,000 | purified mABHD4, FP-Rh probe fluorescence polarization | inhibition, % at 8.92 µM;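 active means inhibition exceeding the mean over every tested compound plus 3 SD, cut at about 30% in these data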;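 further: 0% = plate median of compound wells and 100% = S159A mutant with DMSO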
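assay system = mABHD4 protein | compound dosing = single nominal dose of 8.92 µM, 0.89% DMSO final | read-out basis = percent inhibition of probe binding, normalized to plate controls | schedule = Enzyme–compound pre-incubation 45 min, then probe 60 min, both 25 °C | detection = fluorescence polarization, excitation 525 nm, emission 598 nm, BODIPY TMR filters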
TCR-CD3 inh: human TCR-CD3 binding inhibition; TAMRA-labeled TCR probe fluorescence, biochemical; hit rate 0.37% among 360,000; AID 651800; inhibition, % at 9.4 µM; in the data active means inhibition above about 19%;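 further: recombinant mutant TCR 2C K166C tagged with TAMRA read by polarization; 0% = receptor in buffer alone and 100% = receptor with positive control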
UHRF1 MBD2 ctr: blocks human UHRF1 binding to methylated DNA | Q96T88 | inhibition, % at 4.4 µM | hit rate 0.75% among 370,000 | UHRF1 binding to methylated oligo, TR-FRET; in the data active means inhibition above about 21%;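 further: UHRF1 SRA domain binding a hemimethylated CpG hairpin DNA probe; 0% = median of test compound wells and 100% = reference inhibitor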
HTRA1 inhibitor: HTRA1 (human) protease inhibition; hit rate 0.5% among 340,000; Q92743; inhibition, % at 5.96 µM; recombinant HTRA1, FP-rhodamine activity-based probe, fluorescence polarization; AID 504803; in the data active means inhibition above about 36%;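 further: 0% = enzyme with DMSO and 100% = wells lacking enzyme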
LEDGF integ inh: blocks HIV-1 LEDGF/p75-dependent DNA integration; inhibition, % at 3.7 µM; hit rate 0.64% among 370,000; AID 743269; TR-FRET IN-LEDGF/p75 DNA integration, Eu/Cy5;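 active means inhibition above the screen-wide mean plus 3 SD, cut at about 13% in these data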;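 further: signal is the Cy5 over europium emission ratio at 671 and 618 nm; 0% = plate median of compound wells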
TDP2 inh: blocks human TDP2 phosphodiesterase activity; AID 720702; recombinant TDP2, T5PNP hydrolysis, p-nitrophenol absorbance 415 nm; O95551; hit rate 0.34% among 370,000; inhibition, % at 12.8 µM;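 active means inhibition above the mean of all tested compounds plus 3 SD, set per campaign, cut at about 25% in these data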;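 further: 0% = DMSO with enzyme and 100% = buffer with substrate but no TDP2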
Target sequence (O95551 whole entry, looked up): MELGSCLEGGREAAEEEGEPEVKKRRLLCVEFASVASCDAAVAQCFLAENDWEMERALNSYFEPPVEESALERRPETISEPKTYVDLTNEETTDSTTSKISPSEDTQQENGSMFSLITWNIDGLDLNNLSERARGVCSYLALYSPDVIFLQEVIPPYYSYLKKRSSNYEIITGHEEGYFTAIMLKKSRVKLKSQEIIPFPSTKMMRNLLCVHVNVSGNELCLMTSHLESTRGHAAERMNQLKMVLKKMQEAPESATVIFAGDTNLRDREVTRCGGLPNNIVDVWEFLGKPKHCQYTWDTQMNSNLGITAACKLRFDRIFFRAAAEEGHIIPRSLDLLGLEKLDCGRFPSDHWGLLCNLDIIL
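Test system: human TDP2 enzyme; Input: 120 nM TDP2 per well; Buffer or medium: Mg2+-containing Tris-HCl buffer, pH 7.5; Reagent: 5 mM T5PNP; Dosing: 12.8 µM single point, 1% DMSO; Incubation: reaction 2 h, 37 °C; Detection: p-Nitrophenol epi absorbance; Read-out: % inhibition relative to enzyme-containing and enzyme-free wells; Replicates: single well per compound.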
PRMT1 FP inh: blocks human protein arginine methyltransferase 1; Q99873; recombinant PRMT1, activity-based probe fluorescence polarization; inhibition, % at 2.79 µM; hit rate 1.3% among 370,000; AID 652257;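 active means inhibition above about 21% made by adding two undisclosed values, limit read from the data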
PG9 binder: PG9 antibody binding by small molecule; TR-FRET gp120-PG9 antibody binding; inhibition, % at 6.7 µM; hit rate 0.43% among 360,000; in the data active means inhibition above about 8.5%
An asterisk follows results filed as active; . = no result given.

molecule	Tn7 DDE FP	mABHD4 FP	SIAE inh	LEDGF integ inh	PG9 binder	TDP2 inh	HTRA1 inhibitor	TCR-CD3 inh	PRMT1 FP inh	UHRF1 MBD2 ctr
COC(=O)Cn1nc(-c2ccccc2)c2ccccc2c1=O	-1	0	-1	0	2.1	1	2	3	-5	-2
CCOC(=O)/C(=N\Nc1ccccc1[N+](=O)[O-])c1csc(Nc2ccccc2)n1	-3	3	11	-3	0.1	5	4	2	-2	14
Cc1cc(NC(=O)CN2CCCCC2)n(-c2ccccc2)n1	6	6	-6	0	0.2	-4	.	-1	0	2
CCCC(=O)N1CCC1(C)C(=O)Nc1cc(-c2ccccc2)nn1C (configuration not stated)	-2	1	7	1	-0.2	8	.	-3	-4	4
CCOc1ccc(NC(=O)CN(C)C(=O)c2cc3c(s2)CCC(C)C3)cc1OCC (configuration not stated)	3	-1	0	-11	1.7	-13	-9	-6	4	-1
CC1CCCCC1NC(=O)COc1ccc(-n2cnnn2)cc1 (configuration not stated)	2	-11	-4	-1	0.7	1	2	0	2	6
CN(C)CC(O)COc1cc2ccccc2cc1C(=O)N1CCCCC1 (configuration not stated)	4	1	0	4	1.7	6	9	-9	1	4
COCOCCn1cc(CN2CCS(=O)(=O)N(Cc3ccc(-c4ccc(OC)cc4)cc3)C(C)C2=O)nn1 (configuration not stated)	-3	-8	-13	6	-1.3	-14	9	3	1	6
CC(C)OC(=O)CSc1nc(Cc2ccccc2)nc2ccccc12	5	-6	0	-6	-1.0	-8	-22	5	-1	-5
C[C@]12c3[nH]c4ccccc4c3CCN1C(=O)C(CC(=O)NCCc1ccccn1)C[C@@H]2C(=O)N1CCOCC1 (some centres not stated)	-7	-4	-3	0	-2.4	-5	0	3	-1	1
COc1ccc(CNC(=O)CS(=O)Cc2nc(-c3ccc(OC)c(OC)c3)oc2C)cc1 (configuration not stated)	-3	0	10	-2	-0.7	7	7	5	-1	-3
O=C(Oc1ccc(Cl)c2cccnc12)C12CC3CC(CC(C3)C1)C2	0	5	6	-2	1.6	-8	36	3	-4	3
O=C(CCNC(=O)c1ccc(Br)o1)NC1CCCC1	1	-4	-3	-1	0.6	0	2	5	-5	-1
COc1cccc(CNC(=O)N2CCN(S(=O)(=O)c3ccc(Cl)cc3)CC2)c1	-7	1	1	1	-0.7	-12	-10	4	-6	0
CCOC(=O)c1sc(NS(=O)(=O)c2ccc(NC(C)=O)cc2)nc1C	-2	11	4	2	0.2	3	-2	0	3	1
O=C(Cn1cnc2c(nnn2Cc2ccccc2)c1=O)Nc1ccc2c(c1)OCCO2	4	1	-7	1	-1.9	-4	-1	0	-1	-2
CN(C)c1ccc(CC(=O)N2CCCCC2c2cc(C(=O)Nc3ccccc3)no2)cc1 (configuration not stated)	4	5	9	2	1.2	1	.	2	-1	1
COc1ccc(CCNC(=O)Cn2cc(C(F)(F)F)cc(Cl)c2=O)cc1	2	0	0	-2	-0.6	1	12	7	-1	0
CC1CC(CCN)(c2ccccc2)C(C)CN1C (configuration not stated)	1	-2	-4	0	0.3	15	10	-10	1	-3
CC(=O)Nc1cccc(C(=O)OCC(=O)NC(=O)NC2CCCC2)c1	1	8	1	-4	2.1	10	6	-2	1	3

3 of the entries above in order of the TDP2 inh value, largest number first.
Molecule | Tn7 DDE FP | SIAE inh | LEDGF integ inh | PG9 binder | TDP2 inh | HTRA1 inhibitor | TCR-CD3 inh | PRMT1 FP inh | UHRF1 MBD2 ctr
CCCC(=O)N1CCC1(C)C(=O)Nc1cc(-c2ccccc2)nn1C (configuration not stated) | -2 | 7 | 1 | -0.2 | 8 | . | -3 | -4 | 4
COc1ccc(CNC(=O)CS(=O)Cc2nc(-c3ccc(OC)c(OC)c3)oc2C)cc1 (configuration not stated) | -3 | 10 | -2 | -0.7 | 7 | 7 | 5 | -1 | -3
O=C(Oc1ccc(Cl)c2cccnc12)C12CC3CC(CC(C3)C1)C2 | 0 | 6 | -2 | 1.6 | -8 | 36 | 3 | -4 | 3

Remaining list, next part.
molecule	Tn7 DDE FP	mABHD4 FP	SIAE inh	LEDGF integ inh	PG9 binder	TDP2 inh	HTRA1 inhibitor	TCR-CD3 inh	PRMT1 FP inh	UHRF1 MBD2 ctr
O=C(COc1ccccc1[N+](=O)[O-])NCCCN1CCCC1=O	-7	-5	-9	3	0.9	1	3	0	-1	0
COc1ccccc1/C=C/C1NC(=O)NC(C)=C1C(=O)OC(C)C (configuration not stated)	2	8	-5	-4	0.8	8	5	-10	6	13
CSc1ccccc1NC(=O)Cn1nc([N+](=O)[O-])cc1C	1	-2	4	0	-1.4	-2	-3	6	0	-2
CCCn1c(N)c(N(CCOC)C(=O)c2cc(S(=O)(=O)N3CCCCCC3)ccc2OC)c(=O)[nH]c1=O	-8	1	-5	5	-1.8	-7	-3	-5	-5	0
CCNC(=O)CCn1nc(-c2ccc(C)cc2)c2ccccc2c1=O	-8	-1	2	6	0.1	12	2	5	2	0
Cc1ccc(CNC(=O)CS(=O)Cc2nc(-c3ccccc3Cl)oc2C)cc1 (configuration not stated)	-6	-1	-1	2	-1.2	-18	3	6	3	0
COc1ccccc1C(=O)Nn1c(-c2cccs2)nc2ccccc2c1=O	6	0	-6	-1	-2.3	8	-7	3	-5	-1
CCN(Cc1ccccc1)C(=O)C1C2C=CC3(CN(Cc4ccccc4)C(=O)C13)O2 (configuration not stated)	1	0	0	0	.	-2	.	.	-2	-1
O=C(CN1CCCCC1)N1CCCc2c1c(=O)oc1ccc(OCc3ccccc3)cc21	1	4	0	-2	-0.9	-2	-19	6	0	-4
CC(C)CNC(=O)C1(C)CCCN1C(=O)CSc1ccccc1 (configuration not stated)	11	1	-4	4	0.8	5	.	-4	-5	-1
O=C(NC1CCCCC1)C(c1ccco1)N(C(=O)c1csnn1)C1CCCC1 (configuration not stated)	-6	-3	-3	-1	-2.3	8	-3	6	2	2
COc1ccccc1Nc1nc(N)nc(CN2CCCCC2)n1	4	-6	1	-3	-2.5	-13	6	-5	9	3
COc1ccc(C2(C(=O)NCCN3CCOCC3)CCOCC2)cc1	7	-2	4	-2	0.6	4	-3	7	-3	-1
CCCN1CCC(=O)N(CCN=[N+]=[N-])CC1	2	-2	0	0	-0.7	10	-6	0	-4	-2
Cc1ccc(O)c(C(=O)c2cnc3c(c2)c(C)nn3-c2ccccc2)c1	0	-4	-8	-1	-3.1	-2	-28	-3	-3	-2
O=C(c1cn(-c2ccccc2)nc1-c1ccc(F)cc1)N1CCOCC1	2	-2	3	0	0.9	4	-3	-7	1	4
O=C(Nc1ccccc1NS(=O)(=O)c1ccc(F)cc1)C1CCCC1	-1	2	1	-5	-1.2	-11	-3	-4	3	2
Nc1nncn1C(=O)CCc1ccccc1	4	2	-6	-2	1.6	1	1	-2	2	1
O=C(N[C@H]1CCC(=O)N([C@H](CSc2ccc(Br)cc2)Cc2ccccc2)CC1)OCc1ccccc1	-1	-9	-10	-1	0.6	-13	-45	-1	-2	-1
COC(=O)[C@@]1(C)[C@H]2C(=O)N(Cc3ccccc3)C(=O)[C@H]2[C@H]2CN=C(SCc3ccc(Cl)cc3)N21	4	-11	8	1	-2.4	-10	-1	-8	0	1

Going on with the list.
molecule	Tn7 DDE FP	mABHD4 FP	SIAE inh	LEDGF integ inh	PG9 binder	TDP2 inh	HTRA1 inhibitor	TCR-CD3 inh	PRMT1 FP inh	UHRF1 MBD2 ctr
CC12CC3(C)CC(C)(C1)CC(C(=O)NC(=S)N1CCCC1)(C2)C3	-1	0	2	4	0.9	10	-6	3	-4	1
COc1ccc2c(c1)SCC(=O)N2C	-4	3	-1	2	1.5	9	0	-1	-2	-4
Cc1ccccc1NS(=O)(=O)c1ccc(C(=O)N2CCN(c3ccccc3O)CC2)cc1	-7	8	15	2	0.3	-11	-4	-2	-4	4
CCOc1cc(/C=N/NC(=O)c2cccc(S(=O)(=O)N3CCOCC3)c2)ccc1OCC(=O)N(C)C	-3	-3	16	2	-1.5	5	-2	-6	-2	-1
[N-]=[N+]=NCC/C=C\C1NS(=O)(=O)OCC1O (configuration not stated)	-1	0	5	0	2.6	-10	9	-6	-2	1
[O-][n+]1c2ccc3nonc3c2nn1-c1ccccc1Cl	-1	-2	0	2	0.1	-8	-4	-7	-2	2
Cc1ccc([C@H]2C[C@H](n3cc(C4CC4)nn3)[C@@H](O)CN2Cc2cccs2)cc1	1	-2	3	0	0.8	-9	-15	2	-5	-3
CCN(CC)S(=O)(=O)c1ccc(C(=O)OCC(=O)c2ccc3c(c2)NC(=O)CO3)cc1	-2	5	-4	-2	1.3	-8	0	2	3	6
Cn1c(=O)c2c(nc(SCc3cccnc3)n2Cc2ccccc2)n(C)c1=O	-1	-4	-2	-7	-1.3	-15	-1	-1	7	6
COc1ccccc1N(CC(=O)NCCN1CCOCC1)S(=O)(=O)c1ccc(C)cc1	7	1	4	-2	1.0	4	-3	-1	-3	1
Cn1nc(C(C)(C)C)cc1NC(=O)C1(C)CCN1C(=O)C1(c2ccccc2)CCCC1 (configuration not stated)	0	5	-5	-5	-0.4	3	.	-8	3	2
O=C(CCCN1C(=O)/C(=C/c2cccs2)SC1=S)NNC(=O)c1ccccc1O	0	8	-9	-1	0.9	6	57*	31*	-3	-1
COc1cccc(CN2CC(C(=O)N(C)CCc3ccccc3)CCC2=O)c1 (configuration not stated)	-1	-4	-2	-5	-1.7	-16	-2	3	-5	1
O=C(NCN1C(=O)C2C3C=CC(C3)C2C1=O)Nc1ccccn1 (configuration not stated)	7	-7	-5	-1	0.3	-3	-3	6	-3	0
COc1ccc(NC(=O)c2cc(-c3ccc(F)cc3OC(C)C)n[nH]2)c(OC)c1	-3	-8	-5	-2	0.3	8	.	9	0	-3
CCCCc1cn([C@@H](CCCCNC(=O)OC(C)(C)C)C(=O)N2CCN(C(=O)OC(C)(C)C)CC2)nn1	-2	4	-2	3	1.0	-9	1	4	1	15
COc1cccc(-c2cnc(C(O)c3ccc(F)cc3C)[nH]2)c1 (configuration not stated)	-5	2	12	1	0.5	6	.	-2	-3	7
O=C(NCC1COc2ccccc2O1)C1(c2ccccc2)CCCC1 (configuration not stated)	4	-2	-2	-3	0.9	7	-1	-8	7	-1
CCN(Cc1ccccc1)C(=O)c1ccc(SC)cc1OC	-2	4	0	-4	1.5	6	8	0	-1	0
COc1ccc(NC(=O)CN(C)C(=O)CN2C(=O)NC3(CCCCC3)C2=O)cc1	0	9	1	-3	0.0	6	4	-14	-2	7
Cc1ccccc1NC(=S)N(CCN1CCCCCC1)Cc1cccs1	2	1	-1	-3	1.3	2	-3	2	2	-1
C/C(=C\c1ccccc1)C(=O)c1c(C)cc(C)[nH]c1=O	5	9	5	0	-1.7	-1	7	7	-6	0
